E-sel TNF inh – TNF alpha driven E-selectin expression inhibition. inhibition, % at 2 µM. 120,000 tested, 0.71% active. HUVEC TNFa-induced E-selectin immunofluorescence, high content;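 active means inhibition above the batch mean plus 3 SD, and confirmed as a hit on visual image review, cut at about 43% in these data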;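 further: 0% = TNF-stimulated DMSO wells and 100% = unstimulated control wells; not every result past the cut was called active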
Yeast life ext – yeast lifespan extension; AID 775; S. cerevisiae growth with nicotinamide, OD615; deaD strain in restrictive glucose medium; 130,000 tested, 0.68% active; inhibition of the nicotinamide effect, % at 10 µM;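 active means inhibition above a set limit, placed 3 SD over the median of all compounds, cut at about 26% in these data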;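 further: 0% = nicotinamide-treated wells and 100% = cells grown without nicotinamide; some compounds called inactive have numbers as strong as hits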
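Assay system: engineered S. cerevisiae DeaD replicative-lifespan strain, galactose-grown log-phase cells; Buffer or medium: CSMM-D glucose medium, restrictive; Probe or stimulus: nicotinamide 1.5 mM; Compound: single dose 10 µM compound, 0.25% DMSO; Schedule: 4 h preincubation then 48 h treatment at 30 °C; Technique: OD615 measurement.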
GALR2 blocker – blocks the human galanin receptor 2. 140,000 tested, 0.39% active. inhibition, % at 4 µM. GALR2-expressing cells, antagonist mode; in the data active means inhibition above about 27%;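 further: cells stimulated with galanin 1-16 at roughly its EC80; 0% = agonist challenge control and 100% = basal control without agonist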
Target sequence (O43603 whole entry, looked up): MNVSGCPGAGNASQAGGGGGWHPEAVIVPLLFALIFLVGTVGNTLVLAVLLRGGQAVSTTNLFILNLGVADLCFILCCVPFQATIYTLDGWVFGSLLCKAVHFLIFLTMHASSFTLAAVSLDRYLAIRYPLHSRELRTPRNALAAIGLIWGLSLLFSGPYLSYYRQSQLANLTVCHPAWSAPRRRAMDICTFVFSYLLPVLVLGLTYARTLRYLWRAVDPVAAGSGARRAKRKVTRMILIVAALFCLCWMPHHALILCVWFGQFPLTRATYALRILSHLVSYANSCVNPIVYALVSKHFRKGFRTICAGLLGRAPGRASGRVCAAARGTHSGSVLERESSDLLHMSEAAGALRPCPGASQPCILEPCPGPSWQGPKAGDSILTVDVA
NPY Y2 blocker – antagonists of human neuropeptide Y receptor Y2; P49146; NPY-Y2 expressing cells, antagonist mode; inhibition, % at 2.7 µM; 140,000 tested, 0.99% active; AID 793; in the data active means inhibition above about 17%;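 further: 0% = vehicle with agonist challenge and 100% = reference antagonist with challenge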
Target sequence (P49146 whole entry, looked up): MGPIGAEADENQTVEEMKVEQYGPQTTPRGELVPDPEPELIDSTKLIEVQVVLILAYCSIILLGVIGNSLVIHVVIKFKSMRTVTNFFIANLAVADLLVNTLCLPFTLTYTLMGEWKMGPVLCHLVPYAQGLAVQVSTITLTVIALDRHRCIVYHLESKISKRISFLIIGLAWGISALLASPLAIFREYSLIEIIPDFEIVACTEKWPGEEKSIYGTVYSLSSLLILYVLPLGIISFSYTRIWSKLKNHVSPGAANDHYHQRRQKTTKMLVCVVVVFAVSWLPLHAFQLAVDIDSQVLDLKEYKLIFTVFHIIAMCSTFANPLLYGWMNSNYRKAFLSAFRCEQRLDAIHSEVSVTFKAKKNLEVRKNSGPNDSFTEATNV
Phagocyt inh – macrophage phagocytosis inhibition; 110,000 tested, 0.07% active; J774A.1 macrophage IgG-bead phagocytosis, imaging; inhibition, % at 5 µM; AID 1029;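 active means inhibition above the mean of the plate negative controls plus 5 SD, cut at about 13% in these data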;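 further: phagocytic index as fraction of beads internalized from green versus red external bead signal; plate controls were DMSO negative control for no effect and cytochalasin-D positive control for full effect; some results beyond the cut were filed as inactive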
bCat KO growth – beta-catenin-lacking colon tumor cell growth suppression. 140,000 tested, 1.5% active. HCT116 beta-catenin knockout viability, CellTiter-Glo, 60 h; stronger effect = lower value. AID 818. viability, % at 10 µM;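 active means viability at or under a set limit, the compound median less 4 SD, cut at about 6% in these data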;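 further: 0% = Hyamine 1622 control at 20 µM and 100% = untreated cell control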
Measles CPE – protection of cells from measles virus; Measles virus-infected cells, CPE protection, absorbance; 140,000 tested, 1.5% active; protection (pct of control), % at 4 µM; in the data active means protection mostly above about 24%, no sharp cut-off; inactive means mostly below about 26%; further: some compounds called inactive have numbers as strong as hits
PTEN del growth – suppresses growth of cells with PTEN deletion; HCT116 PTEN-null viability, CellTiter-Glo, 60 h; stronger effect = lower value; 140,000 tested, 1.2% active; viability, % at 10 µM;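 active means viability at or below a set limit, 4 SD under the median of all tested compounds, cut at about 3.7% in these data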;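 further: PTEN knockout HCT116 line with beta catenin targeted HCT116 as companion control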
MRP-1 activ – activators of MRP-1; 140,000 tested, 0.61% active; H69AR cells + doxorubicin, viability rescue, CellTiter-Glo; viability increase, % at 10 µM;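 active means viability gain under doxorubicin at or above a set limit, the compound median plus 3 SD, cut at about 4.7% in these data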;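 further: MRP-1 overexpressing cells given doxorubicin 25 µM after compound pretreatment; 18-22 h compound pretreatment then 72 h with doxorubicin before readout; 0% = doxorubicin-only wells and 100% = vehicle-treated cells without doxorubicin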
BB579 growth dn – chemicals that inhibit yeast BB579 growth in restrictive medium (lifespan-shortening candidates); S. cerevisiae BB579 growth, OD615, 48 h; inhibition, % at 10 µM; 140,000 tested, 0.51% active;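 active means inhibition above a set limit, 3 SD over the mean compound inhibition, cut at about 44% in these data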; further: inactives centre near -24
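Test system: Saccharomyces cerevisiae DeaD strain BB579, replicative lifespan model yeast | Buffer or medium: Restrictive CSMM-D medium | Doses: One dose, 10 µM compound with 0.25% DMSO | Incubation: 48 h exposure, 30 °C | Detection: Culture absorbance at 615 nm | Control set: Amphotericin B at 10 µg/mL as positive control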
The depositor's hits bear a star; . = not tested or not shown.

smiles,E-sel TNF inh,Yeast life ext,GALR2 blocker,NPY Y2 blocker,Phagocyt inh,bCat KO growth,Measles CPE,PTEN del growth,MRP-1 activ,BB579 growth dn
COC(=O)c1oc2ccc(Br)cc2c1NC(=O)CCN1CCOCC1,7,-11,10,3,-1,85,4,92,0.6,-72
CC(=O)Nc1sc(C)c(C)c1CN1CCN(S(=O)(=O)c2ccccc2)CC1,-26,-8,-10,1,2,92,10,82,-1.5,-64
O=C(/C=C/c1ccc(Cl)cc1)NCc1cccs1,-5,-1,6,5,-4,101,23,97,0.5,-35
COc1ccc([N+](=O)[O-])cc1NC(=O)Nc1cccc(Cl)c1,16,6,25,-4,2,98,4,94,-1.1,-24
Cc1csc(NC(=O)CCN2C(=O)c3ccccc3S2(=O)=O)n1,5,-2,-4,3,1,89,5,96,-2.7,5
COc1cc([N+](=O)[O-])ccc1NC(=O)Nc1nc2c(s1)CCCC2,-18,-2,2,1,2,87,4,81,3.8,-9
CC(=O)C(=[N+]=[N-])C(=O)NCc1ccccc1,1,-2,12,-1,0,97,3,107,1.5,-9
Cc1ccc(OCC(=O)Nc2ccc(Cl)cc2)c(-n2nc3ccccc3n2)c1,-33,-12,-7,5,.,23,9,17,-5.1,-1
OCCNc1ccc(Cl)cc1,-7,-29,-2,3,0,92,23,85,-3.8,-31
COc1ccccc1C1C(C(C)=O)=C(O)C(=O)N1CCc1ccccc1 (stereo unspecified),2,5,-6,2,-1,101,7,105,0.5,-25
CC(=O)n1c2c(c3ccccc31)OC(N)=C(C#N)C2c1cccc(Cl)c1Cl (stereo unspecified),.,4,5,1,-5,38,18,35,-4.0,-37
CCC(C)(C)NC(=O)C(c1cccn1C)N(Cc1ccccc1)C(=O)Cn1nnc2ccccc21 (stereo unspecified),.,-6,-7,12,1,89,6,90,-0.3,-64
O=S1(=O)N=C(SCCO)c2ccccc21,-3,-1,-8,-3,-1,89,19,110,-1.2,-42
CCC(=O)N1CCCc2cc(S(=O)(=O)N3CCC(N4CCCCC4)CC3)ccc21,-36,-5,3,2,1,91,11,88,-3.0,-16
Brc1ccc(OCCCN2CCOCC2)cc1,-1,3,1,5,0,100,15,92,-0.9,-49
CCN1CCN(c2nc(-c3cccnc3)nc3ccccc23)CC1,25,-7,4,1,.,55,22,56,-4.1,-33
Cn1c(SCC(=O)NC(C)(C)C)nnc1-c1ccc(C(C)(C)C)cc1,-7,-7,-1,1,-1,77,13,75,-3.5,-15
Cc1ccc(-n2nnc3c(=O)n(Cc4cccc(C)c4)cnc32)cc1,-20,-10,6,8,-2,97,7,101,0.1,-61
CC(C)(C)C(=O)CSc1nnc(-c2cccs2)n1CC1CCCO1 (stereo unspecified),-2,1,-10,1,-1,81,24,82,-2.2,-1
COc1ccccc1OC(=O)CN1C(=O)c2ccccc2C1=O,5,-15,2,3,1,94,3,96,0.5,-4
Cc1cccc2c1OCC/C2=N\NC(=O)COc1ccccc1Cl,-14,-10,-6,2,.,94,36,89,0.4,-3
COCCNc1nc(SCc2ccccc2)nc2sc3c(c12)CCC3,-8,-15,-6,0,.,57,4,60,-1.4,-37
Cc1c(C(=O)Nc2ccc(Br)cc2)cnn1C,.,-7,18,2,5,95,8,93,-0.6,-17
COc1ccc(CCNC(=O)CCC2COc3ccccc3O2)cc1OC (stereo unspecified),9,-10,3,3,.,93,36,88,-2.0,-10
Cc1cc(-c2ccccc2)nc(N2CCC(C(=O)NCc3ccccc3Cl)CC2)n1,18,.,6,4,.,92,7,86,-1.8,-50
CN(/N=C\c1ccc(O)c(O)c1)c1nc(-c2ccccc2)cc(-c2ccccc2)n1,-9,-6,47*,-3,0,29,23,33,-4.6,-18
CC1=C(C#N)C(Nc2ccc(Cl)cn2)(C(F)(F)F)C(=O)N1 (stereo unspecified),-8,-7,5,0,1,78,12,95,-3.0,-27
Cc1cccc(N2C(=O)CC(Sc3nc(C)c4c(n3)CCCC4)C2=O)c1 (stereo unspecified),-14,-15,3,1,0,98,4,102,-1.6,-40
CCCc1nc(-c2cc3ccc(C)cc3[nH]c2=O)no1,-5,-7,6,11,.,83,6,89,-2.9,-36
COC(=O)c1cc(OC)c(OC)cc1NC(=S)N1CCN(C/C=C/c2ccccc2)CC1,-7,15,11,7,-1,81,29,84,-3.2,-44

Remaining list, next part:
smiles,E-sel TNF inh,Yeast life ext,GALR2 blocker,NPY Y2 blocker,Phagocyt inh,bCat KO growth,Measles CPE,PTEN del growth,MRP-1 activ,BB579 growth dn
O=C(c1cc(-c2ccc(O)cc2)on1)N1CCCc2ccccc21,.,-11,3,10,1,90,11,86,-5.0,-10
CCc1ccc(NC(=O)c2ccc3ncsc3c2)cc1,-7,-13,1,3,.,63,5,69,0.4,-64
CCOc1ccc(C2NC(=O)NC(C)=C2C(=O)OC)cc1C (stereo unspecified),7,-5,1,6,.,78,16,90,1.2,-35
O=C(NCN1CCc2ccccc2C1)c1cnccn1,-19,-10,11,0,0,90,7,102,-2.8,-8
Cc1ccccc1-c1nnc(Cc2ccccc2)o1,.,-7,7,5,.,99,8,95,1.0,-19
Cc1ccc(NC(=O)c2c(C(F)(F)F)nn(C)c2Cl)cc1C,.,-18,5,4,.,89,25,100,1.2,-22
Cc1ccc(-c2noc(=O)n2CC(=O)Nc2ccc(S(=O)(=O)NC3CC3)cc2)cc1,-9,-3,-5,1,0,99,3,86,-1.7,-47
O=C(c1coc2ccc(O)cc12)C1CC1,.,-17,-1,3,2,101,3,120,-0.1,-38
O=C(CN(C1CCCCC1)S(=O)(=O)c1ccc(F)cc1)NCCCO,.,-7,-14,-2,8,100,17,103,-1.5,-6
CC1(C)CC(=O)C2=C(C1)N=C1SCCC(=O)N1C2c1ccc(C(F)(F)F)cc1 (stereo unspecified),2,-4,1,0,-2,87,11,88,9.3*,-9
CCn1cc(/C=N/NS(=O)(=O)c2ccc(C)cc2)c(C)n1,-17,-1,-6,1,0,86,12,94,-0.8,-16
CC1=NNC(=O)/C1=C\c1cn(-c2ccccc2)nc1-c1ccc(Cl)cc1,17,5,-21,5,.,1.4*,2,1.4*,-6.1,-34
Cn1c(=O)c2c(nc(CN3CCC(C(N)=O)CC3)n2Cc2c(F)cccc2Cl)n(C)c1=O,.,-7,-4,-2,0,97,13,94,-0.9,-85
O=C1NC(=NCc2ccccc2)S/C1=C\c1ccccc1,-8,-5,8,1,-11,66,7,64,-2.4,-1
O=C(Cn1cnc([N+](=O)[O-])c1)Nc1cc(Oc2ccc(Cl)cc2Cl)cc([N+](=O)[O-])c1,-17,.,-11,-6,.,8,9,5,-6.9,-10
CN(C(=O)COC(=O)CNC(=O)c1sc2ccccc2c1Cl)c1ccccc1,.,-1,12,6,-6,90,12,98,-0.8,0
O=C(CSC1=NCCS1)N1CCN(c2ccc(Cl)cc2)CC1,3,-24,11,-1,.,26,15,47,-5.2,51*
CCOC(=O)N1CCN(C(=O)CSCC(=O)Nc2nc(-c3ccc(Cl)s3)cs2)CC1,-18,.,-3,3,.,72,19,68,-3.7,-44
CCCCN1CNC(=S)N(c2ccc(C(=O)OCC)cc2)C1,.,0,-8,0,.,83,5,93,-2.1,-28
CCOC(=O)c1ccc(NC(=O)C2CCCO2)cc1 (stereo unspecified),.,-10,-11,-1,-3,110,7,104,2.2,-31
O=C(CNc1cccc2ccccc12)c1ccc([N+](=O)[O-])cc1,14,-2,-9,0,-6,83,6,87,-3.5,-34
COc1cc(NC(=O)CN2CCN(c3ccccc3F)CC2)c(C)cc1[N+](=O)[O-],-21,-5,-22,3,-11,91,5,97,-3.0,-33
CC(=O)Nc1ccc(S(=O)(=O)NC(CC(=O)NCCC2=CCCCC2)C(C)C)cc1 (stereo unspecified),53,-17,-9,1,.,92,21,92,-0.3,-21
Nc1cc(-c2ccco2)no1,4,-12,0,-2,.,95,6,90,-2.6,-20
O=C(N/N=C/c1ccccc1Br)c1ccc(CSc2cccc3cccnc23)cc1,26,-5,-12,2,0,92,7,103,0.2,-21
Cc1cc(C)n(-c2ccc(C(=O)Nc3cc(S(=O)(=O)N(C)C)ccc3Cl)cc2)n1,-1,-4,1,5,-16,86,19,101,2.8,-25
C[C@H](NC(=O)NCCc1ccccc1)C(=O)O,.,-2,-1,3,0,100,6,107,0.1,-28
COc1ccc(-c2nc3n(n2)C(c2cccnc2)C(C(N)=O)=C(C)N3)cc1 (stereo unspecified),-48,-8,-7,1,.,104,3,92,-2.1,0
COc1ccc(CCNS(=O)(=O)c2ccc(N3CCCC3=O)cc2)cc1,-33,.,5,4,.,89,12,95,1.3,-30
Cc1cc(Br)cc(C)c1OCCCCN(C)C,9,-4,-5,5,.,57,6,59,-1.8,6

Following part
smiles,E-sel TNF inh,Yeast life ext,GALR2 blocker,NPY Y2 blocker,Phagocyt inh,bCat KO growth,Measles CPE,PTEN del growth,MRP-1 activ,BB579 growth dn
O=C(N/N=C/c1cc(Br)ccc1O)c1ccccc1Cl,-3,0,2,2,-4,11,6,7,3.5,-44
CCOC(=O)c1c(-c2ccccc2)n(C)c2ccc(O)cc12,12,-20,-1,1,0,80,16,85,-3.9,-38
O=c1[nH]c2cc(Cl)ccc2n1-c1ccccc1,-20,-20,10,1,-1,83,9,87,-0.5,-38
COc1ccc(C(=O)NCc2ccc3c(c2)OCO3)cc1S(=O)(=O)NCc1ccc(Cl)cc1,-10,-1,5,4,-5,92,20,84,1.3,-22
Cc1ccc(C)c(-n2c(Cc3cc(=O)[nH]c(=O)[nH]3)nnc2SC(C)C)c1,.,0,-2,2,-1,93,21,96,-2.3,16
O=C1CN(C(=O)C2CC2)c2ccccc2N1,-10,-10,7,3,-3,93,26,88,-2.9,-41
O.O.O.O=S(=O)([O-])OC[C@H]1O[C@@H](O[C@]2(COS(=O)(=O)[O-])O[C@H](OS(=O)(=O)[O-])[C@@H](OS(=O)(=O)[O-])[C@@H]2OS(=O)(=O)[O-])[C@H](OS(=O)(=O)[O-])[C@@H](OS(=O)(=O)[O-])[C@@H]1OS(=O)(=O)[O-].[Al],.,10,9,2,.,97,21,102,-0.3,-56
CCC(=O)N(Cc1cc2c(C)ccc(C)c2[nH]c1=O)C1CCCCC1,10,-6,-22,2,0,58,24,65,-3.8,-41
CCC(=O)Nc1ccccc1C(=O)OCC(=O)c1ccccc1,-11,-19,0,3,0,85,8,97,-2.1,-11
O=C(COC(=O)c1cccc(Cl)c1)Nc1cc(Cl)ccc1Oc1ccccc1,4,13,-15,19*,-3,69,3,69,-2.9,-50
Clc1cccc(-c2ccc(C=Nc3ccc(N4CCOCC4)cc3)o2)c1,.,-4,-10,8,-7,89,6,90,1.6,-55

High-throughput results as filed in PubChem BioAssay.
